PRC2 inh – blocks human EZH2/PRC2 H3K27 methylation; inhibition, % at 12.5 µM; hit rate 0.35% among 57,000; DELFIA TRF, 1 h; AID 651548; Q15910;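 active = mean inhibition of replicates at least 50% and every single replicate also reaching 50%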;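 note: dimethyl H3K27 on biotinylated H3 21-44 peptide detected by antibody; plate controls were median neutral control wells for no effect and median positive control wells for full effect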
Target sequence (Q15910 whole entry, looked up): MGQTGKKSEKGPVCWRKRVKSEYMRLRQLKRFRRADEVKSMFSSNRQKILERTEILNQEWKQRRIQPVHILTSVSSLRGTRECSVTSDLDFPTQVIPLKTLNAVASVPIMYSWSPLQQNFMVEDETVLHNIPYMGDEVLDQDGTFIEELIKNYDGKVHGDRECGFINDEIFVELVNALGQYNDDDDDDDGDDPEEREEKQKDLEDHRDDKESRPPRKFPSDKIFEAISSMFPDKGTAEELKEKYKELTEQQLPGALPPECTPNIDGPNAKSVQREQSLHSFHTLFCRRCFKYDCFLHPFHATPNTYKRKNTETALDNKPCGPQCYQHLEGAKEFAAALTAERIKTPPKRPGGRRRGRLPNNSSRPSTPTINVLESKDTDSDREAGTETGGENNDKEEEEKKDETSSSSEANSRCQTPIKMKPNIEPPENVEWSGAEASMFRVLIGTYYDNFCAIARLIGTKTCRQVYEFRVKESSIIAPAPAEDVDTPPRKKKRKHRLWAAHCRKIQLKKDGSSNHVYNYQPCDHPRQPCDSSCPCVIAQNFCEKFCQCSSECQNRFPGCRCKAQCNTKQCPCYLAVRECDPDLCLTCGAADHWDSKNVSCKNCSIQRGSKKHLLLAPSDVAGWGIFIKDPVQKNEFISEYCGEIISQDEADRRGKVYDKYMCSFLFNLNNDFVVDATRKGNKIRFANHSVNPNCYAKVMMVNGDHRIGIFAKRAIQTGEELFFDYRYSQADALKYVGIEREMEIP
IDH1 mut inh – IDH1 R132H (human) inhibition. O75874. IDH1 R132H reductase, diaphorase/resazurin fluorescence, 60 min. inhibition, % at 10 µM. hit rate 0.18% among 70,000; in the data active = inhibition above about 34%;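 note: 0% = DMSO and 100% = no enzyme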
Active calls of the source: *; / = not tested or not shown; & = joins results of further samples. This is a subset, so the mix of outcomes need not match the whole.

SMILES | PRC2 inh | IDH1 mut inh
C[C@@H]1CN([C@H](C)CO)S(=O)(=O)c2ccc(C#Cc3ccc(F)cc3)cc2O[C@H]1CN(C)C(=O)c1ccccn1 | -6.2 | /
C[C@H](O)C#Cc1ccc2c(c1)O[C@@H](CN(C)Cc1ccccc1)[C@@H](C)CN([C@@H](C)CO)S2(=O)=O | -2.8 | /
C[C@@H]1CN([C@@H](C)CO)C(=O)c2cc(-c3cccc(C#N)c3)cnc2O[C@H]1CN(C)C(=O)C1CCOCC1 | 1.6 | 0.2
O=C(C[C@H]1CC[C@@H](NC(=O)C2CC2)[C@@H](CO)O1)NCC1CC1 | 9.5 | 0.2
CC12CCC3C(CCC4CC(O)CCC43C)C1CC=C2c1ccccc1 (stereo not given) | / | 1.0
C[C@@H]1CN([C@@H](C)CO)C(=O)c2cc(NC(=O)Cc3cn(C)c4ccccc34)ccc2O[C@@H]1CN(C)Cc1ccc2c(c1)OCO2 | -2.1 | -0.9
CCOc1ccc2nc(SCC(=O)Nc3c(C)cccc3C)[nH]c2c1 | -4.7 | -0.5
CN(C)CC(=O)Nc1ccc2c(c1)[C@@H]1C[C@H](CC(=O)NCCN3CCCCC3)O[C@@H](CO)[C@@H]1O2 | 10.0 | 0.2
Cc1cc(C)c(NC(=O)CSc2nc3ccc(NC(=O)c4ccccc4C)cc3s2)c(C)c1 | -19.2 | 0.1
C[C@@H]1CCCCO[C@H](CN(C)Cc2ccncc2)[C@H](C)CN([C@@H](C)CO)C(=O)c2cc(NS(=O)(=O)c3ccc(F)cc3)ccc2O1 | / | 8.3
C[C@@H]1CN([C@H](C)CO)C(=O)c2cc(-c3ccccc3)cnc2O[C@H]1CN(C)Cc1ccccc1 | -18.1 | 0.1
Cc1ccc(-c2cc(C(=O)NCc3ccco3)no2)cc1 | -6.1 | 0.3
C[C@@H]1CN([C@H](C)CO)C(=O)Cc2cc(NC(=O)CCCCCC(=O)Nc3ccccc3N)ccc2O[C@H]1CN(C)Cc1ccc2c(c1)OCO2 | -24.8 | 0.3
COc1c(O)ccc(C(c2cn(C)c3ccccc23)c2cn(C)c3ccccc23)c1[N+](=O)[O-] | -2.1 | 0.4
C[C@H]1CCCCO[C@@H](CN(C)S(=O)(=O)c2ccc(Cl)cc2)[C@@H](C)CN([C@@H](C)CO)C(=O)c2cc(NC(=O)NC3CCCCC3)ccc2O1 | / | 0.6
Cc1noc(C)c1NC(=O)N[C@@H]1CC[C@H](CC(=O)NCCCN(C)C)O[C@H]1CO | 6.0 | 0.1
C[C@H](CO)N1C[C@H](C)[C@H](CN(C)S(C)(=O)=O)Oc2ncc(/C=C/c3ccccc3)cc2C1=O | -6.6&-7.3 | -2.0
O=C(CCNc1ccc2c(c1)oc1ccccc12)c1ccc([N+](=O)[O-])cc1 | -9.6 | 0.1
CS(=O)(=O)N1[C@H](CO)[C@H](c2ccccc2)[C@@H]1C#N | / | 3.5
CCOC(=O)c1ccc(NC(=O)Cn2cnc3ccccc3c2=O)cc1 | -2.8 | -0.6
CO[C@@H]1CN(C)C(=O)c2ccc(NC(C)=O)cc2OC[C@H](C)N(CCC(F)(F)F)C[C@H]1C | -23.4 | -0.3
Cc1ccc(SCc2[nH]n(-c3nc4ccccc4s3)c(=O)c2C=NCc2ccco2)cc1 | 21.3 | -1.0
CCc1cc(=O)oc2cc(OCc3cc(C(=O)OC)oc3C)ccc12 | -0.9 | 0.4
C[C@@H]1CN([C@@H](C)CO)C(=O)c2cc(NC(=O)CCCCCC(=O)Nc3ccccc3N)ccc2O[C@@H]1CN(C)S(=O)(=O)c1ccc(Cl)cc1 | 9.9 | /
COC(=O)Cc1[nH]nc2c1C1(CCSCC1)C(C#N)=C(N)O2 | 4.0 | -0.2
C[C@H](CO)N1C[C@H](C)[C@@H](CN(C)Cc2ccc(-c3ccccc3)cc2)Oc2ccc(NC(=O)Cc3ccccc3)cc2CC1=O | / | -2.1
C[C@H]1CN([C@@H](C)CO)C(=O)c2cc(NC(=O)NC3CCCCC3)ccc2O[C@H]1CN(C)S(=O)(=O)c1ccc(Cl)cc1 | -14.3 | 0.9
O=C(NO)c1ccc(C(=O)N/N=C/c2ccccc2O)cc1 | -1.2 | -0.1
CC(C)[C@H](C)NC(=O)N(C)C[C@H]1OCc2ccccc2-c2ccccc2C(=O)N([C@@H](C)CO)C[C@@H]1C | 1.5 | 0.1
Cc1nnc(SCc2ccccc2C#N)n1-c1ccccc1 | / | -0.1
CCC(=O)N1C[C@@H](C)[C@@H](OC)CN(C)C(=O)c2cc(NC(=O)Nc3ccc(Cl)cc3)ccc2OC[C@H]1C | -16.4 | 0.2
O=C(C[C@@H]1C[C@@H]2c3cc(NC(=O)Nc4ccccc4)ccc3O[C@@H]2[C@H](CO)O1)NCc1cccc(F)c1 | -10.8 | 0.1
CCO[C@@H]1OC(C(=O)NCc2nc3ccccc3[nH]2)=C[C@H](C2CC2)[C@H]1CCCO | 8.5 | /
Cc1ccc(S(=O)(=O)Nc2ccc(C(=O)Nc3cccc(N(C)S(C)(=O)=O)c3)cc2)cc1 | 3.5 | 0.1
CCOC(=O)N(C)C[C@@H]1OCc2ccccc2-c2c(n(C)c3ccccc23)C(=O)N([C@@H](C)CO)C[C@@H]1C | -12.5 | -2.6
C[C@H]1CN([C@@H](C)CO)C(=O)Cc2cc(NC(=O)CCC(F)(F)F)ccc2O[C@@H]1CN(C)Cc1ccc(C(=O)Nc2ccccc2N)cc1 | -56.2 | /
COCC(=O)Nc1ccc2c(c1)[C@@H]1C[C@@H](CC(=O)O)O[C@@H](CO)[C@@H]1O2 | 6.2 | 0.6
COc1cccc(CNC(=O)C[C@@H]2C=C[C@H](NC(C)=O)[C@H](CO)O2)c1 | 2.5 | 0.1
CCCNC(=O)N[C@H]1CC[C@@H](CC(=O)NC2CCCCC2)O[C@@H]1CO | -6.8 | 0.2
Cc1ccc(S(=O)(=O)N(C)C[C@H]2Oc3ccc(NC(=O)C4CC4)cc3CC(=O)N([C@H](C)CO)C[C@@H]2C)cc1 | -12.4 | -12.9
Cc1ccc(-n2c(SCC(=O)N(C)c3ccccc3)nc3nc4c(cc3c2=O)COC(C)(C)C4)cc1 | -11.9 | 0.3
Cc1nc(SCC(=O)Nc2ccnc3ccccc23)n[nH]1 | -5.3 | 0.2
Cc1nn2c(-c3cccc(NC(=O)CN4CCCCC4)c3)nnc2c2ccccc12 | -0.7 | -0.2
COc1ccccc1-c1ccc2c(c1)O[C@@H](CN(C)C(=O)c1ccncc1)[C@H](C)CN([C@@H](C)CO)S2(=O)=O | / | 36.1*
CCCN1C[C@@H](C)[C@@H](OC)CN(C)C(=O)c2cc(NC(=O)c3ccccc3)ccc2OC[C@@H]1C | 5.1 | 0.0

3 records drawn at random from those above, as already listed:
SMILES | PRC2 inh | IDH1 mut inh
Cc1ccc(S(=O)(=O)N(C)C[C@H]2Oc3ccc(NC(=O)C4CC4)cc3CC(=O)N([C@H](C)CO)C[C@@H]2C)cc1 | -12.4 | -12.9
Cc1nn2c(-c3cccc(NC(=O)CN4CCCCC4)c3)nnc2c2ccccc12 | -0.7 | -0.2
COc1ccccc1-c1ccc2c(c1)O[C@@H](CN(C)C(=O)c1ccncc1)[C@H](C)CN([C@@H](C)CO)S2(=O)=O | / | 36.1*

(list continues)
SMILES | PRC2 inh | IDH1 mut inh
CCCC(=O)Nc1ccc2c(c1)OC[C@H](C)N(CCC(F)(F)F)C[C@H](C)[C@H](OC)CN(C)C2=O | 2.4 | 0.4
CC(=O)N(C)C[C@H]1Oc2ncc(-c3ccccc3C)cc2C(=O)N([C@H](C)CO)C[C@@H]1C | -7.0 | 0.0
CNC[C@H]1Oc2c(NC(=O)c3nc4ccccc4s3)cccc2C(=O)N([C@@H](C)CO)C[C@@H]1C | -6.2 | -1.5
CCC(=O)Nc1ccc2c(c1)C(=O)N(C)C[C@@H](OC)[C@@H](C)CN(Cc1cccnc1)[C@@H](C)CO2 | -14.6 | 0.4
C[C@H](CO)N1C[C@H](C)[C@@H](CN(C)Cc2ccc(C(=O)Nc3ccccc3N)cc2)Oc2c(NC(=O)Nc3ccc(F)cc3)cccc2C1=O | -37.0 | /
NC(=O)NCC#Cc1ccc2c(c1)[C@]1(C(=O)N2)[C@H](C(=O)N2CCCCCCC2)[C@H]2C(=O)O[C@H](c3ccccc3)[C@H](c3ccccc3)N2[C@@H]1c1ccccc1OCCO | -33.2 | /
C[C@H]1CN([C@@H](C)CO)C(=O)Cc2cc(NS(=O)(=O)c3cccs3)ccc2O[C@@H]1CN(C)S(=O)(=O)c1cn(C)cn1 | / | -3.7
COc1ccccc1CC(=O)Nc1ccccc1C(=O)NC(C)(C)C | -4.0 | -0.1
Cc1ccc(S(=O)(=O)Nc2ccc3c(c2)C(=O)N([C@@H](C)CO)C[C@@H](C)[C@@H](CN(C)C(=O)Nc2ccc(F)cc2)OCCCC[C@@H](C)O3)cc1 | / | 0.7
CO[C@@H]1CN(C)C(=O)c2ccc(NC(=O)Nc3ccccc3Cl)cc2OC[C@@H](C)N(C)C[C@H]1C | -24.6 | -0.8
C[C@@H]1CN([C@@H](C)CO)C(=O)Cc2cc(NS(=O)(=O)c3ccc(F)cc3)ccc2O[C@H]1CN(C)Cc1ccc(C(=O)O)cc1 | / | 1.8
COc1ccc(CN(C)C[C@@H]2Oc3c(NC(=O)c4cnccn4)cccc3C(=O)N([C@H](C)CO)C[C@H]2C)cc1 | 0.6 | 1.4
CCCNC(=O)N1C[C@@H](C)[C@H](OC)CN(C)C(=O)c2cc(NC(=O)C3CCC3)ccc2OC[C@H]1C | 0.2 | -0.1
COc1ccc(CN(C)C[C@@H]2Oc3c(NC(=O)C4CCCCC4)cccc3C(=O)N([C@H](C)CO)C[C@@H]2C)cc1 | 0.8 | 3.1
CC(=O)c1cccc(NC(=O)CCN2C(=O)C3C4CCC(C4)C3C2=O)c1 (stereo not given) | -7.5 | 0.5
COc1cc(CN2CCN(Cc3ccco3)CC2)c([N+](=O)[O-])cc1OC | 0.8 | 0.4
CN1CCN(C(=O)C[C@@H]2C[C@@H]3c4cc(NC(=O)NC5CCCC5)ccc4O[C@@H]3[C@@H](CO)O2)CC1 | 5.4 | 0.1
C[C@@H]1CN([C@H](C)CO)C(=O)c2cccc(NC(=O)c3ccncc3)c2O[C@@H]1CN(C)S(=O)(=O)c1ccccc1 | 8.5 | 1.6
C[C@@H](NC(=O)C[C@H]1CC[C@H](NC(=O)Cc2ccccn2)[C@H](CO)O1)c1ccccc1 | 10.9 | 0.1
C[C@H]1CN([C@@H](C)CO)C(=O)c2ccccc2-c2ccccc2CO[C@H]1CN(C)Cc1ccc(O)cc1 | -7.9 | 0.2
C[C@@H]1CCCCO[C@@H](CN(C)C(=O)NC2CCCCC2)[C@H](C)CN([C@@H](C)CO)C(=O)c2cc(N(C)C)ccc2O1 | -7.7 | -5.8
COc1cc(CNC23CC4CC(C)(CC(C)(C4)C2)C3)cc(Br)c1OCC(N)=O | -10.7 | 0.1
CCN(CC(=O)Nc1ccccc1OC)S(=O)(=O)c1ccc2ccccc2c1 | 39.4 | -0.4
Cc1nc(C)c(C(=O)C2C(=O)C(=O)N(CCCN3CCOCC3)C2c2ccncc2)s1 (stereo not given) | -8.2 | 0.0
CO/N=C(\C(=O)N[C@@H]1C(=O)N2C(C(=O)O)=C(COC(C)=O)CS[C@H]12)c1csc(N)n1 | 21.5 | -0.2
CCC(=O)Nc1ccc2c(c1)OC[C@@H](C)N(Cc1cncnc1)C[C@H](C)[C@@H](OC)CN(C)C2=O | -1.6 | 0.6
CO[C@H]1CN(C)C(=O)c2cc(NC(=O)C3CC3)ccc2OC[C@@H](C)N(Cc2cccnc2)C[C@H]1C | -10.4 | 0.1
CO[C@@H]1CN(C)C(=O)c2cc(NC(=O)c3ccccc3F)ccc2OC[C@H](C)NC[C@@H]1C | 5.1 | 0.2
CC(C)NC(=O)N(C)C[C@@H]1Oc2cc(C#CC3CC3)ccc2S(=O)(=O)N([C@@H](C)CO)C[C@@H]1C | -15.8 | -0.3
CS(=O)(=O)N(CC(=O)Nc1c(F)cccc1F)c1ccc(Oc2ccccc2)cc1 | 6.0 | -0.1
C[C@@H]1CN([C@@H](C)CO)C(=O)c2cc(NC(=O)CCCCCC(=O)Nc3ccccc3N)ccc2O[C@@H]1CN(C)C(=O)Nc1ccc(C(F)(F)F)cc1 | -32.0 | /
CCCN(C)C[C@H]1Oc2cc(-c3cncnc3)ccc2S(=O)(=O)N([C@H](C)CO)C[C@H]1C | 2.2 | -2.1
CNC[C@H]1Oc2c(NS(=O)(=O)c3ccc(C)cc3)cccc2C(=O)N([C@@H](C)CO)C[C@@H]1C | -0.7 | /
O=C(C[C@@H]1CC[C@@H](NS(=O)(=O)c2ccccc2)[C@@H](CO)O1)NCc1ccccc1F | -6.5 | -0.1
O=C(C[C@@H]1C=C[C@H](NC(=O)c2cnccn2)[C@H](CO)O1)NCc1ccccc1F | 15.8 | -0.1
CCCNC(=O)N[C@H]1CC[C@@H](CCn2cc(-c3cccc(F)c3)nn2)O[C@@H]1CO | 13.9 | -0.1
COc1ccc(S(=O)(=O)N(C)C[C@H]2Oc3ccc(N(C)C)cc3C(=O)N([C@H](C)CO)C[C@H]2C)cc1 | -2.5 | -0.8
Cn1c(SCC(=O)N2CCc3ccccc32)nnc1-c1ccc(NC(=O)c2ccccc2Br)cc1 | -10.2 | -0.2

Of the compounds above, 5 contain an NH in an aromatic ring:
SMILES | PRC2 inh | IDH1 mut inh
CCOc1ccc2nc(SCC(=O)Nc3c(C)cccc3C)[nH]c2c1 | -4.7 | -0.5
Cc1ccc(SCc2[nH]n(-c3nc4ccccc4s3)c(=O)c2C=NCc2ccco2)cc1 | 21.3 | -1.0
COC(=O)Cc1[nH]nc2c1C1(CCSCC1)C(C#N)=C(N)O2 | 4.0 | -0.2
CCO[C@@H]1OC(C(=O)NCc2nc3ccccc3[nH]2)=C[C@H](C2CC2)[C@H]1CCCO | 8.5 | /
Cc1nc(SCC(=O)Nc2ccnc3ccccc23)n[nH]1 | -5.3 | 0.2

Assay outcomes as filed in PubChem.
